HTR2A ag: mouse HTR2A agonism via beta-arrestin recruitment. P35363. CHO-K1 mHTR2A beta-arrestin complementation, luminescence; percent of 30 µM serotonin response. activation, % at 7.6 µM. 360,000 compounds, 0.66% hits. AID 624169;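 active = activation above a run cutoff, the mean activation of all tested compounds plus 3 SD, cut at about 14% in these data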;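 note: 0% = plate median of compound wells and 100% = 30 µM serotonin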
CaV13 FRET inh: Disruptors of the CACNA1D IQ motif to Ca2+-dependent inactivation inhibitor domain association, primary screening, Förster resonance energy transfer in intact living …; HEK cells, CFP/YFP FRET ICDI-IQ, plate reader, 10 min; percent FRET-ratio fall versus neutral wells; 340,000 compounds, 0.098% hits; inhibition, % at 12.3 µM;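 active = mean replicate inhibition of at least 30% and at least 1% of replicates passing that level; inconclusive = only one of the two criteria is met; inactive = neither criterion is met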;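 note: 0% = median of the neutral control wells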
ABCB6 inh 2: blocks the human ABCB6 transporter; Q9NP58; fluorescence ratio to DMSO, % at 10 µM; K562-ABCB6 porphyrin accumulation, flow cytometry, 1 h; hits give low values; 360,000 compounds, 0.19% hits;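 active = fluorescence ratio to DMSO below 75%, the collection mean minus 3 SD; inconclusive = too few cells collected in the well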;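 note: signal is porphyrin accumulated inside mitochondria; 100% equals median channel fluorescence of DMSO control wells; lower ratio means ABCB6 inhibition with less porphyrin fluorescence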
MC4R ag barr: agonists of human melanocortin 4 receptor (MC4R) beta-arrestin; U2OS MC4R beta-arrestin complementation, luminescence; percent of melanotan II response, DMSO zero; activation, % at 8.9 µM; 360,000 compounds, 0.98% hits; AID 540308;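 active = activation above a per-plate cutoff, the mean activation of sample wells on that plate plus 3 SD, cut at about 8% in these data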
Target sequence (P32245 whole entry, looked up): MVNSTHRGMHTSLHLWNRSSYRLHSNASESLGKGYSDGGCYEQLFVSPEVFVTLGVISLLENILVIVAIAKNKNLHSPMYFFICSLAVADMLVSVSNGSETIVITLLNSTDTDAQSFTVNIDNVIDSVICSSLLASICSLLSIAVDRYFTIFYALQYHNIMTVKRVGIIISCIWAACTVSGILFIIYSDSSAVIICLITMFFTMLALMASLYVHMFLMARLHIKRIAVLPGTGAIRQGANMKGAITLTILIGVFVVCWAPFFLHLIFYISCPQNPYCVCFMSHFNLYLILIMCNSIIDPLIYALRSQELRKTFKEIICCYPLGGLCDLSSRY
MC4R antagonist: blocks human MC4R cAMP signaling; P32245; MC4R-expressing cells, MTII-stimulated cAMP, LANCE TR-FRET; inhibition, % at 6.5 µM; 360,000 compounds, 0.48% hits;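 active = inhibition above its plate's cutoff, the mean of tested wells on that plate plus 3 SD, cut at about 29% in these data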;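 note: 0% = Melanotan II alone and 100% = Melanotan II plus saturating MCL0020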
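Assay system: human MC4R-expressing U2OS cells; reagent: Melanotan II stimulation of cells; dosing: 6.5 µM single dose; timing: compound 30 min, challenge 1 h, detection 1 h; signal: TR-FRET cAMP assay; replicates: one well per compound, no replicates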
PDI turbidity: blocks human protein disulfide isomerase activity | PDI insulin aggregation turbidity, A650, 90 min | AID 588391 | 350,000 compounds, 0.052% hits | P07237 | inhibition, % at 10 µM;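 active = mean inhibition across replicates of 30% or more, whatever share of single replicates reach that level; inconclusive = mean inhibition below 30% while every single replicate reaches 30%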;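 note: absorbance from insulin aggregation driven by PDI reduction with DTT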
Target sequence (P07237 whole entry, looked up): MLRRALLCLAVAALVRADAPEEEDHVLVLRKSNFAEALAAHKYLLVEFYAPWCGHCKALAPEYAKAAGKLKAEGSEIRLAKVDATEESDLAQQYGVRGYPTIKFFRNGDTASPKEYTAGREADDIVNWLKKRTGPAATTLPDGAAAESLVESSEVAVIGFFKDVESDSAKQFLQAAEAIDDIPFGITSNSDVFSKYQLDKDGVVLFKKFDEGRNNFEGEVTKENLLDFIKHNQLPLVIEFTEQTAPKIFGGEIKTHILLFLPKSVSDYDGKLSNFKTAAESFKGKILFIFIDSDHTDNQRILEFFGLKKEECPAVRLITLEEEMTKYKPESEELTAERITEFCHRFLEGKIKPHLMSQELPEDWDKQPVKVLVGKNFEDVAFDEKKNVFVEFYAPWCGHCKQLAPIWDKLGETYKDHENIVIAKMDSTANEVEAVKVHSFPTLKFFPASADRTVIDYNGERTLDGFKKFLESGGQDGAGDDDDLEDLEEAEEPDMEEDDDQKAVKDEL
Glyco luc inh: blocks N-linked glycosylation in D54 reporter cells | 360,000 compounds, 0.23% hits | reporter increase, % at 12.5 µM | D54 ERlucT glycosylation luciferase reporter, 24 h; percent of 100 nM tunicamycin response;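 active = mean luciferase reporter signal, scaled so untreated is 0 and the glycosylation-blocking control 100, at or above a set limit in every replicate; inconclusive = mean reaches the limit but not every replicate does; inactive = mean below the limit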;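 note: luciferase carries N-glycosylation sites so blocking glycosylation raises the light; 0% = median of neutral control wells and 100% = median of 100 nM tunicamycin wells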
Vif inh: blocks HIV Vif function; inhibition, % at 7.49 µM; HEK293T cells, Vif self-association by quenched fluorescence, imaging, 24 h; 340,000 compounds, 0.35% hits; in the data active = inhibition above about 50%, passing the limit was not always enough; inconclusive = no clear call, values can overlap the other calls; inactive = below about 31%; note: some results filed as inactive read as strong as hits
aDG glyco act: increases alpha dystroglycan glycosylation; AID 624168; Pro5-aDG cells, alpha-DG glycosylation AlphaScreen (IIH6); 0% Pro5, 100% B10-LARGE cell signal; activation, % at 10 µM; 360,000 compounds, 0.22% hits;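 active = activation of at least 8% versus controls, or a plate z-score of at least 8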;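 note: Pro5 are CHO cells carrying HIG-tagged alpha-DG that lacks glycosylation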
Cardio protect: protects H9c2 cardiomyocytes from peroxide injury. AID 588492. H2O2 injury protection, ATPLite, 2 h. protection from H2O2 cell death, % at 20 µM. 360,000 compounds, 0.63% hits;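 active = compounds giving at least 50% protection of heart cells from peroxide-induced death in the single-dose screen, raw or plate-pattern-corrected value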;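 note: 0% = DMSO wells with peroxide and 100% = DMSO wells without peroxide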
An asterisk follows results filed as active; ? = inconclusive; . = not tested or not shown. Outcome played no part in choosing rows; 3.6% or so of the library scored in one or more.

SMILES | HTR2A ag | CaV13 FRET inh | ABCB6 inh 2 | MC4R ag barr | MC4R antagonist | PDI turbidity | Glyco luc inh | Vif inh | aDG glyco act | Cardio protect
Cc1ccc(N2C(=O)N(CC(=O)Nc3ccc(C)c(C)c3)C(=O)C2C)cc1 (stereo not drawn) | -3 | -5 | 100 | -2.1 | 1 | -10 | -1 | -21 | -0.1 | -1
CN1C(=O)[C@@H]2[C@H](C1=O)[C@@H]1C(=O)Nc3ccccc3C(=O)N1[C@@H]2c1ccc(Br)cc1 | -3 | -11 | 97 | 1.0 | 13 | -4 | 0 | . | 0.0 | 4
Cc1[nH][nH]c(=O)c1C=NCc1cccs1 | 1 | -5 | 104 | 2.1 | 2 | 13 | 0 | -15 | 0.0 | 1
Cc1cccc(NC(=O)Nc2cccc(C#N)c2)n1 | 2 | -2 | 99 | 8.2* | -17 | . | 24 | -32 | 0.2 | -1
O=C(Nc1nnc(C2CC2)s1)C1Cc2ccccc2CN1S(=O)(=O)c1cccs1 (stereo not drawn) | -1 | . | 110 | 1.6 | 23 | -3 | -1 | 22 | 0.1 | 1
Cc1ccc(Cn2cnc3sc4c(c3c2=O)CCC4)c(C)c1 | 5 | -2 | 85 | 3.2 | 8 | 1 | 0 | . | 0.1 | 4
CCOc1cccc2c1OC1(C)CC2NC(=O)N1c1ccc(OC)cc1 (stereo not drawn) | -2 | -6 | 90 | 0.8 | 7 | -1 | 0 | ? | 0.0 | 3
CCOCCCNC(=O)c1cn(CC(C)C)c(=O)c2c1c1ccccc1n2C | -9 | -5 | 97 | -1.2 | 25 | -3 | 1 | -5 | 0.1 | 4
Clc1ccc2nc(SCc3nnc(-c4ccccc4)o3)[nH]c2c1 | 2 | -4 | 95 | 0.0 | 16 | -3 | -2 | 0 | 0.1 | 2
CC(O)(c1cccnc1)c1nc(-c2cccc(C(F)(F)F)c2)cs1 (stereo not drawn) | -10 | -5 | 97 | -1.0 | 3 | -3 | 2 | -15 | 0.8 | -10
Cn1c(-c2ccc(-c3ccccc3)cc2)c[nH]c1=S | -8 | -5 | 101 | -1.4 | 9 | -1 | -3 | 6 | 2.5 | -17
Cc1ccc(NC(=O)c2oc3ccccc3c2C)c([N+](=O)[O-])c1 | -1 | -7 | 95 | -1.4 | 3 | -3 | 1 | -2 | -0.4 | -8
COc1ccccc1OCc1nnc(SCC(=O)NCc2ccco2)n1Cc1ccco1 | -3 | -4 | 96 | 0.7 | -1 | -4 | 3 | -1 | 0.2 | 5
Cc1cccc(-n2c(-c3ccco3)n[nH]c2=S)c1 | 0 | -5 | 93 | -2.0 | 9 | 17 | 4 | -4 | 0.1 | 3
Nc1nc(Nc2ccccc2Cl)cc(=O)[nH]1 | 6 | -2 | 98 | 0.1 | 18 | 5 | 0 | -1 | 0.1 | -2
COc1cc(C(=O)N2CCc3ccccc32)cc(OC)c1OC | 5 | 10 | 95 | -2.4 | -6 | -2 | 1 | 4 | 0.2 | 1
CC(C)(C)NC(=O)Cn1nnc(-c2ccccc2NC(=O)c2ccco2)n1 | 2 | -4 | 94 | -0.1 | 7 | 6 | 0 | 8 | 0.4 | -20
O=C(CSc1nc2scc(-c3ccco3)c2c(=O)n1-c1ccccc1)NCC1CCCO1 (stereo not drawn) | 0 | -9 | 101 | -1.7 | -1 | -12 | 2 | 11 | -0.4 | 5
COc1ccc(CCNC(=O)C2(C)CCC(=O)N2Cc2ccc3c(c2)OCO3)cc1OC (stereo not drawn) | 6 | -9 | 98 | 0.6 | 7 | 14 | 0 | 6 | -0.1 | -3
CCC1=C(OC(=O)N(CC)CC)N2C(=O)OC(=NCc3ccccc3)[C@]2(C)[C@H]2C1=CC[C@H]1C(=O)NC(=O)[C@H]12 | 1 | -5 | 96 | 0.4 | 8 | -17 | 2 | -2 | -0.2 | 8
COc1ccccc1C1NC(=O)NC(C)=C1C(=O)OC1CCC(C)CC1 (stereo not drawn) | 9 | -2 | 100 | 2.7 | 4 | 6 | 3 | -4 | -0.1 | -8
COc1ccc2cc(C3CC(c4cccs4)=NN3S(C)(=O)=O)c(Cl)nc2c1 (stereo not drawn) | 6 | -4 | 96 | 0.4 | 1 | 1 | -3 | 4 | 0.0 | -8
CCOC(=O)c1c(C)[nH]c(C(C)=NNC(=O)c2cccs2)c1C | -5 | -2 | 93 | -2.1 | 1 | -12 | 0 | -5 | 0.2 | 2
Cc1ccc(CNC(=O)c2nn(C)c(C)c2[N+](=O)[O-])cc1 | -2 | -3 | 103 | -2.5 | -1 | 2 | 1 | 0 | 0.0 | -3
Cc1[nH]n(C(N)=S)c(=O)c1N=Nc1ccc(Cl)cc1Cl | 1 | -5 | 98 | -2.4 | -1 | -19 | 0 | -3 | 0.0 | -12
COc1cc(CN2CCC(C(=O)N3CCN(c4ccccc4F)CC3)CC2)ccc1O | 4 | -5 | 98 | -3.0 | 4 | -3 | -2 | -1 | 3.8 | 1
COc1ccc(/C=N/NC(=O)c2cnccn2)c(OC)c1OC | -6 | 19 | 92 | -2.6 | 4 | 0 | 1 | 3 | 0.0 | 11
COc1ccc(OC)c(N2C(=NC(=O)C3CCCCC3)SC3CS(=O)(=O)CC32)c1 (stereo not drawn) | 11 | -6 | 100 | 0.2 | 14 | 4 | -3 | 1 | 0.0 | 0
CCOc1ccc(C(=O)NNC(=O)CCNC(=O)c2ccco2)cc1OC | -3 | -7 | 96 | -1.6 | 15 | -9 | 2 | 1 | -0.2 | 5
CCn1c(SCC(=O)Nc2nccs2)nnc1-c1cccnc1 | -3 | -6 | 101 | -1.6 | 9 | 3 | 1 | 21 | 0.0 | 0
Cc1cc(=O)c(C(=O)O)nn1-c1ccccc1[N+](=O)[O-] | 2 | -7 | 94 | -0.4 | -3 | 6 | 2 | -8 | 0.0 | -2
Cn1c(=O)c2c(nc(SC3C(=O)CC(C)(C)CC3=O)n2C)n(C)c1=O | 1 | -19 | 99 | -2.1 | 3 | -1 | 2 | . | -0.1 | 6
[O-][n+]1cccc2cccc(O)c21 | 0 | -5 | 106 | -2.8 | -3 | 18 | 1 | ? | -0.1 | 9
CC1CC2C3CCC4=CC(=O)C=CC4(C)[C@@]3(Cl)C(O)CC2(C)C1(O)C(=O)CO (stereo partly drawn) | -6 | -5 | 98 | -0.5 | 1 | 9 | 6 | 22 | -0.3 | 6
COc1ccc(-n2c(-c3ccc(C)cc3)n[nH]c2=S)cc1 | 4 | -4 | 99 | 0.0 | 7 | -3 | 2 | -1 | 0.0 | 0
COCOCCn1cc(CN2CCS(=O)(=O)N(Cc3ccc(-c4cccc(CO)c4)cc3)C(C(C)C)C2=O)nn1 (stereo not drawn) | -2 | -4 | 97 | -0.8 | 4 | 9 | 2 | -2 | -0.1 | -6

As a working copy, some entries already given:
SMILES | HTR2A ag | CaV13 FRET inh | ABCB6 inh 2 | MC4R ag barr | MC4R antagonist | PDI turbidity | Glyco luc inh | Vif inh | aDG glyco act | Cardio protect
CCn1c(SCC(=O)Nc2nccs2)nnc1-c1cccnc1 | -3 | -6 | 101 | -1.6 | 9 | 3 | 1 | 21 | 0.0 | 0
Cc1cc(=O)c(C(=O)O)nn1-c1ccccc1[N+](=O)[O-] | 2 | -7 | 94 | -0.4 | -3 | 6 | 2 | -8 | 0.0 | -2
Cn1c(=O)c2c(nc(SC3C(=O)CC(C)(C)CC3=O)n2C)n(C)c1=O | 1 | -19 | 99 | -2.1 | 3 | -1 | 2 | . | -0.1 | 6
[O-][n+]1cccc2cccc(O)c21 | 0 | -5 | 106 | -2.8 | -3 | 18 | 1 | ? | -0.1 | 9
CC1CC2C3CCC4=CC(=O)C=CC4(C)[C@@]3(Cl)C(O)CC2(C)C1(O)C(=O)CO (stereo partly drawn) | -6 | -5 | 98 | -0.5 | 1 | 9 | 6 | 22 | -0.3 | 6
COc1ccc(-n2c(-c3ccc(C)cc3)n[nH]c2=S)cc1 | 4 | -4 | 99 | 0.0 | 7 | -3 | 2 | -1 | 0.0 | 0
COCOCCn1cc(CN2CCS(=O)(=O)N(Cc3ccc(-c4cccc(CO)c4)cc3)C(C(C)C)C2=O)nn1 (stereo not drawn) | -2 | -4 | 97 | -0.8 | 4 | 9 | 2 | -2 | -0.1 | -6

More structures.
SMILES | HTR2A ag | CaV13 FRET inh | ABCB6 inh 2 | MC4R ag barr | MC4R antagonist | PDI turbidity | Glyco luc inh | Vif inh | aDG glyco act | Cardio protect
COc1ccc(CN2C(=O)c3ccccc3C2c2nnnn2-c2c(C)cccc2C)cc1OC (stereo not drawn) | -1 | -7 | 95 | . | . | . | . | . | 0.0 | .
COc1cccc(/C=C/C(=O)OCC(=O)Nc2cccc(S(=O)(=O)N3CCCCC3)c2)c1OC | -4 | -2 | 76 | -1.8 | 7 | 2 | 1 | 4 | 0.0 | -8
COc1ccc(-c2noc(CN(C)S(=O)(=O)c3ccccc3)n2)cc1OC | -5 | 0 | 99 | -0.2 | 1 | 5 | -2 | -3 | -0.6 | 55*
Cn1cc(-c2ccc(C(=O)Nc3cccc(Oc4ccccc4)c3)c3occc23)cn1 | -3 | -5 | 100 | 9.2* | 7 | 4 | -3 | 2 | 1.8 | -11
O=C(NC1CCCCCCC1)C1CCN(S(=O)(=O)N2CCC3(CC2)OCCO3)CC1 | -3 | -9 | 98 | -2.6 | 4 | 0 | 1 | 3 | 0.0 | -3
Fc1ccc(NC(=S)Nc2cccc3cnccc23)cc1 | -1 | -3 | 100 | -1.1 | 8 | -2 | 7 | 2 | 0.3 | 6
CCc1nnc(NC(=O)CCC(=O)NCc2ccccc2OC)s1 | 6 | -4 | 98 | 1.5 | 1 | -15 | 2 | 5 | 0.0 | 15
Clc1cc(Cl)cc(Nc2ncn[nH]2)c1 | -3 | . | 92 | -0.9 | -3 | -3 | -1 | 15 | -0.2 | -2
NCC(=O)CCC(=O)O | 1 | -5 | 97 | -1.2 | -1 | -3 | -1 | -4 | 0.0 | 10
COc1ccc(C(=O)Nc2cc(C(F)(F)F)ccc2-n2cncn2)cc1 | 2 | -4 | 98 | -2.9 | -2 | -2 | 0 | -1 | 0.0 | 5
Cc1ccc(S(=O)(=O)N2CCC(=O)N(C(COCc3cccc(C)c3)C(C)C)CC2)cc1 (stereo not drawn) | -5 | -5 | 100 | -1.2 | -3 | 9 | -3 | -2 | 0.2 | -3
